phage Ecoli inh = E. coli growth loss with phage present; growth absorbance; inhibition, % at 11.9 µM; 0.26% of 360,000 active; in the data active = inhibition above about 11%
Wnt act = activates Wnt/beta-catenin signaling in a reporter cell assay. activator, plate reader. 1.2% of 300,000 active. activation, % at 9.35 µM. AID 743398; in the data active = activation above about 30%, passing the limit was not always enough;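 note: 0% = neutral control wells and 100% = positive control wells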
* marks the source's active call; other numbers are inactive results. Not all compounds are listed. The share of hits here may be higher or lower than overall.

phage Ecoli inh,Wnt act,Structure
4.2,-0.3,CCCCN1C(=O)C(CC(=O)NCCCN(C)C)CC(C(=O)N2CCCCCC2)=C1C (stereo not drawn)
4.1,-0.1,CCCNC(=O)C1(C)CCN(C(=O)c2ccc3ccccc3c2)C1 (stereo not drawn)
0.6,-2.4,O=C(NCc1ccccc1)C1c2ccccc2OCC(=O)N1Cc1ccco1 (stereo not drawn)
2.1,-3.2,CC(C)(C)S(=O)(=O)N1Cc2cc(CO)ccc2[C@H]1CCO
4.7,12.5,Cc1ccc(C(=O)Nc2ccc(NC(=O)c3ccccc3Cl)c(C)c2)cc1
-2.2,-1.8,O=C(OCc1cn([C@H]2CN(C(=O)C3CCCCC3)[C@@H](c3ccccc3)C[C@@H]2O)nn1)c1ccccc1
0.2,-2.1,C[C@H](CO)N1C[C@H](C)[C@@H](CN(C)S(=O)(=O)c2ccc(F)cc2)Oc2cc(Br)ccc2S1(=O)=O
4.7,0.8,CC(C)OC(=O)N(C)C[C@H]1OCc2cn(nn2)CCCC(=O)N([C@H](C)CO)C[C@@H]1C
1.6,-0.7,O=C(O)CC(C(=O)O)C(=Cc1ccccc1)c1ccccc1 (stereo not drawn)
0.8,-1.1,CCCS(=O)(=O)NC(=O)C1(C)CCCN(C(=O)c2cccc(C(F)(F)F)c2)C1 (stereo not drawn)
1.3,4.3,Cn1c(=O)c2cc(NC(=O)NCc3ccc(F)cc3)ccc2n1C
3.0,0.3,C[C@@H]1CN([C@H](C)CO)C(=O)CCCn2cc(nn2)CO[C@H]1CN(C)C(=O)Nc1cccc(C(F)(F)F)c1
1.6,-0.5,O=C(Nc1nnc([C@@H]2C[C@H](O)[C@@H](CO)O2)s1)Nc1ccccc1Oc1ccccc1
0.6,19.5,Clc1ccc(-c2nc3ccc(Cl)cn3c2Cc2ccsc2)cc1
2.9,-4.6,Cc1cc2c(=O)[nH]c(N)nc2[nH]1
3.4,-1.4,CC(CNC(=O)CC[C@H]1O[C@@H](n2cnc3c(NC(=O)c4ccccc4)ncnc32)[C@H](O)[C@@H]1O)c1ccccc1 (stereo partly drawn)
0.7,0.3,CCNC(=O)C1(C)CCCN(C(=O)COCc2ccccc2)C1 (stereo not drawn)
5.1,9.7,CC(C)(C)NC(=O)C(c1ccccc1)n1c(-c2ccc(-c3ccccc3)cc2)nc2ccccc21 (stereo not drawn)
3.0,-0.5,COC(=O)c1ccccc1COc1cccn2c(N(C)Cc3cccs3)c(C)nc12
4.5,-2.2,COc1cccc(C(NC(C)=O)c2nc(-c3cccc4cccnc34)cs2)c1 (stereo not drawn)
2.5,-3.4,COc1ccccc1N(CC(=O)N1CCN(Cc2ccccc2)CC1)S(=O)(=O)c1ccccc1
12.3*,-0.2,COc1cc(-c2nnc(COC(=O)c3ccc([N+](=O)[O-])o3)o2)cc(OC)c1OC
2.8,-6.4,CCN1CCCC1CNC(=O)c1ccc2c(c1)NC(=O)/C(=C\c1ccccc1Cl)S2 (stereo not drawn)
-3.5,-2.0,CNc1cncc(-c2ccccc2CO)n1
-0.4,-4.4,Cc1ccc(-n2c(=O)c3c(c4cc(C)ccc4n3C)n(CC(=O)NCC3CCCO3)c2=O)cc1 (stereo not drawn)
0.4,-1.2,C(=C\c1ccccc1)/CN1CCN(C(c2cccs2)c2nnnn2Cc2ccccc2)CC1 (stereo not drawn)
3.6,-8.1,O=C(COc1ccccc1)NC(=S)Nc1cccc2c(O)cccc12
2.9,1.4,COc1cc(NC(=O)c2cc(-c3ccc(F)cc3OC(C)C)n[nH]2)cc(OC)c1OC
-0.3,-2.7,Cc1onc(-c2c(F)cccc2Cl)c1C(=O)Oc1ccccc1
0.9,-1.9,CSc1ncnc2c1ncn2CCCNc1ccc(C)c(C)c1
0.6,8.1,Cc1ccc(-c2nc3c4ccccc4ccn3c2Cc2ccsc2)cc1
4.2,-0.9,CC1C(=O)N(Cc2cn(CCC3OCCO3)nn2)CCS(=O)(=O)N1Cc1ccc(-c2ccncc2)cc1 (stereo not drawn)
1.5,-2.9,CCCNC(=O)C1CC(=O)N(c2ccc(OCc3ccccc3)cc2)C1 (stereo not drawn)
2.1,5.4,COc1cc(CC(=O)C(=O)O)oc(=O)c1
4.9,0.6,CCN(CC)CCn1c(=S)[nH]c2cc(C(=O)NCCc3ccc(OC)c(OC)c3)ccc2c1=O
1.2,13.4,CC(C)N1CCC(C)(C(=O)Nc2ccc(-n3cccc3)cc2)C1 (stereo not drawn)

Taken from above.
CCCCN1C(=O)C(CC(=O)NCCCN(C)C)CC(C(=O)N2CCCCCC2)=C1C (stereo not drawn) – Wnt act: -0.3
CCCNC(=O)C1CC(=O)N(c2ccc(OCc3ccccc3)cc2)C1 (stereo not drawn) – Wnt act: -2.9
CCNC(=O)C1(C)CCCN(C(=O)COCc2ccccc2)C1 (stereo not drawn) – phage Ecoli inh: 0.7
C[C@H](CO)N1C[C@H](C)[C@@H](CN(C)S(=O)(=O)c2ccc(F)cc2)Oc2cc(Br)ccc2S1(=O)=O – Wnt act: -2.1

Further compounds follow:
phage Ecoli inh,Wnt act,Structure
3.7,0.6,COc1ccc(-c2csc(NC(=O)CS(=O)(=O)c3ccccc3)n2)c(OC)c1
3.0,-0.5,CC(C)N1CCCC(C)(C(=O)Nc2ccc3c(c2)OCO3)C1 (stereo not drawn)
1.7,-1.9,CC(C)(C)C(=O)N1CCC2CC1c1cc(-c3ccc4c(c3)OCO4)ccc12 (stereo not drawn)
4.6,-1.5,OC1CCC2CN3CCc4c([nH]c5ccccc45)C3CC2C1 (stereo not drawn)
2.6,-5.0,CN1CCCCC(NC(=O)c2c(F)cccc2F)C1=O (stereo not drawn)
2.8,-3.0,O=S1(=O)N[C@@H](Cc2ccccc2)COc2cccc(NCCCN3CCOCC3)c21
2.6,-1.1,CC1(C(=O)NS(=O)(=O)c2ccccc2)CCN1C(=O)C1(c2ccc(Cl)cc2)CCC1 (stereo not drawn)
1.3,-1.1,C[C@H]1CN([C@@H](C)CO)S(=O)(=O)c2ccc(Br)cc2O[C@H]1CN(C)C(=O)Cc1ccccc1
3.2,4.3,COc1cccc(NC(=O)Nc2ccc(F)cc2)c1
4.9,-1.6,c1ccc(CN2CC[C@@H](Nc3nccn4ccnc34)C2)cc1
0.2,-3.7,CCOC(=O)[C@]12CCCC=C1N(Cc1ccc(Cl)cc1Cl)C(=O)[C@H](CC(=O)NCCc1ccccc1OC)C2
1.2,-1.5,COC(=O)[C@@]1(Cc2ccc(F)cc2)[C@H]2c3cc(C(=O)N(C)C)n(Cc4ccc(C)o4)c3C[C@H]2CN1C(=O)c1ccccc1

2 records picked at random from those above:
phage Ecoli inh,Wnt act,Structure
1.2,-1.5,COC(=O)[C@@]1(Cc2ccc(F)cc2)[C@H]2c3cc(C(=O)N(C)C)n(Cc4ccc(C)o4)c3C[C@H]2CN1C(=O)c1ccccc1
3.2,4.3,COc1cccc(NC(=O)Nc2ccc(F)cc2)c1

Compound profiles, as listed above.
c1ccc(CN2CC[C@@H](Nc3nccn4ccnc34)C2)cc1 is listed with phage Ecoli inh = 4.9; Wnt act = -1.6
CN1CCCCC(NC(=O)c2c(F)cccc2F)C1=O (stereo not drawn) is listed with phage Ecoli inh = 2.6; Wnt act = -5.0

Further entries.
phage Ecoli inh,Wnt act,Structure
0.8,-1.2,N#Cc1ccc(C(=O)N2CCCCC2c2cc(C(=O)Nc3ccccc3Cl)no2)cc1 (stereo not drawn)
2.5,-0.2,CC1(C(=O)NS(=O)(=O)Cc2ccccc2)CCN1C(=O)CCc1ccccc1 (stereo not drawn)
1.3,-2.3,COc1ccccc1-c1cnc2c(c1)C(=O)N([C@@H](C)CO)C[C@@H](C)[C@H](CN(C)C(=O)c1cccnc1)O2
1.1,-1.3,Cc1nc(C(F)(F)F)ccc1C(=O)N1CCC1(C)C(=O)NS(=O)(=O)c1ccc(C#N)cc1 (stereo not drawn)
0.8,1.6,CC1(C(=O)NS(=O)(=O)C2CC2)CCCN(C(=O)COc2ccc(Cl)cc2Cl)C1 (stereo not drawn)
0.2,-3.8,N#Cc1cccc(N2[C@@H](Cc3cc4ccccc4n3Cc3ccccc3)COC[C@H]2Cc2ccc3ccccc3c2)c1
1.2,-1.7,CC(=O)Nc1ccc(-c2ccnc3c2CC(C)(C(=O)Nc2ccc4c(c2)OCO4)O3)cc1 (stereo not drawn)
3.8,-0.6,Cc1ccc(N2CCN(C(=O)C(=O)c3cccc([N+](=O)[O-])c3)CC2)cc1
1.0,0.6,Cc1ccc(C)c(N2N=C(C(=O)OCc3nnc(-c4ccccc4Br)o3)CCC2=O)c1
2.6,4.5,O=S(=O)(c1ccccc1)N1CCCc2nc(-c3ccccc3)ccc21
4.1,-4.1,Nc1nc2cc3c(cc2cc1C(=O)NCCc1c[nH]c2ccccc12)OCO3
4.2,-1.4,CN(Cc1ccccc1)C(=O)[C@@H]1CCCN1C(=O)[C@@H]1CCCN1C(=O)OC(C)(C)C
4.1,-2.4,C[C@H](O)[C@@H]1C(=O)N2CCc3c([nH]c4c(-c5ccc6c(c5)OCO6)cccc34)[C@@H]2C[C@@H]1N(C)C(=O)c1ccco1
0.6,-1.0,COc1ccccc1-c1csc(C(C)(O)c2ccccc2)n1 (stereo not drawn)
4.5,3.1,C[C@@H]1CN([C@H](C)CO)C(=O)c2cc(Br)cnc2O[C@H]1CN(C)Cc1ccccc1
0.9,-0.5,CC1=C(C(=O)N2CCOCC2)CC(CC(=O)NCc2cccc3ccccc23)C(=O)N1Cc1ccc(F)cc1 (stereo not drawn)
0.6,-3.1,OC1c2cc(Br)ccc2N=C2CCCCCN21 (stereo not drawn)
-1.7,-3.3,CCOC(=O)[C@]12CCCC=C1N(Cc1cccc3ccccc13)C(=O)[C@H](CC(=O)NCc1cccs1)C2
2.1,-0.9,CCOC(=O)[C@]12CCC=C1N(Cc1ccco1)C(=O)[C@H](CC(=O)N1CCCC1)C2
2.9,-3.3,C[C@H]1CN([C@@H](C)CO)C(=O)CCCn2nncc2CO[C@@H]1CN(C)Cc1ccc(Cl)c(Cl)c1
2.2,-9.3,NC(Cc1ccc(Cl)cc1)c1csc(NC(=O)NCC2CCCCC2)n1 (stereo not drawn)
2.6,-1.5,COc1ccc(C(C)(O)c2nc(-c3ccc4c(c3)OCO4)cs2)cc1 (stereo not drawn)
4.2,-4.2,CNc1ccc(-c2cccc(C(=O)N3CCOCC3)c2)cn1
-0.6,-2.1,Cc1ccccc1NS(=O)(=O)c1ccc2c(c1)CCC(=O)N2
2.7,-3.5,OC(c1cccnc1)c1nc(/C=C/c2ccc(C(F)(F)F)cc2)cs1 (stereo not drawn)
-2.5,-7.5,COc1cccc(CNc2nc3cc(-c4cnn(Cc5ccccc5)c4)sc3c(=O)n2C)c1
3.0,-28.0,COC(=O)C1=C(C)N(Cc2ccc(C(F)(F)F)cc2)C(=NCc2ccccc2)NC1c1ccc(Cl)cc1 (stereo not drawn)
1.6,-2.2,COC(=O)c1cc2c(c3c4cc(F)ccc4n(S(=O)(=O)c4ccc(C)cc4)c13)C(=O)N(Cc1ccc(C(F)(F)F)cc1)C2
1.7,1.3,CNc1ccccc1C(=O)OCC(=O)N1CCc2ccccc2C1
1.8,2.6,CCCCCCCCN1C(=O)[C@H](CC(=O)NCc2cccs2)C[C@@]2(C(=O)OCC)CCCC=C12
2.2,-6.9,COc1cccc(CNC(=O)[C@H]2CCCN2C(=O)[C@H]2CCCN2C(=O)c2c(F)cccc2F)c1
1.1,-4.3,O=C(Nc1ccc(F)cc1)C(c1cc2ccccc2o1)N1CCN(C(=O)c2ccco2)CC1 (stereo not drawn)
1.4,-1.2,CCCCCC(=O)N1C[C@H](n2cc(C3CC3)nn2)[C@@H](O)C[C@@H]1c1ccc(OC)cc1
12.9*,0.7,Cc1c(C(=O)NNC(=O)c2ccccc2O)oc2ccccc12
2.5,1.2,Cc1sc2ccccc2c1CNC[C@H]1O[C@@H](n2ccc(=O)[nH]c2=O)[C@H](O)[C@@H]1O
0.2,-3.7,COc1ccc(C(=O)NCCN2CCC(n3c(=O)[nH]c4ccccc43)CC2)cc1F

Sorted by the number under phage Ecoli inh (largest number first): 3 from the list above
phage Ecoli inh,Wnt act,Structure
2.1,-3.2,CC(C)(C)S(=O)(=O)N1Cc2cc(CO)ccc2[C@H]1CCO
0.6,-3.1,OC1c2cc(Br)ccc2N=C2CCCCCN21 (stereo not drawn)
0.2,-3.7,COc1ccc(C(=O)NCCN2CCC(n3c(=O)[nH]c4ccccc43)CC2)cc1F

Remaining list, next part
phage Ecoli inh,Wnt act,Structure
0.9,-0.8,OC(c1ccc(F)c(F)c1)c1nc(-c2ccoc2)cs1 (stereo not drawn)
3.8,-2.3,O=[N+]([O-])c1cccnc1C1OCCO1
1.1,-3.0,CC(C)NC(=O)c1cc(C2CCCCN2S(=O)(=O)c2ccc(F)cc2F)on1 (stereo not drawn)
1.3,-7.4,CC(=O)Nc1ccc(S(=O)(=O)N2CCN(C(=O)C(=O)c3cccc(C(F)(F)F)c3)CC2)cc1
-2.0,-1.1,CC(=O)NC(c1ccc(F)c(F)c1)c1nc(-c2ccccc2)cs1 (stereo not drawn)
5.9,-2.5,Cc1ccc(Cc2c(-c3cccc(Cl)c3)nc3c4ccccc4ccn23)cc1
1.1,-0.9,CC1(C(=O)NS(=O)(=O)c2ccc(F)cc2F)CCN1C(=O)C1(c2ccc(Cl)cc2)CCC1 (stereo not drawn)
1.9,-1.0,CCC1NC(=O)c2cc3ccccc3cc2-n2c1nc1cc(C)cc(C)c1c2=O (stereo not drawn)
-0.1,-4.5,CCNC(=O)C1(C)CCCN(Cc2csc3ccccc23)C1 (stereo not drawn)
1.7,-0.7,C[C@H](CO)N1C[C@H](C)[C@@H](CN(C)C(=O)c2ccc3ccn(C)c3c2)OCc2cn(nn2)CCCC1=O
-0.5,-2.4,CCOc1ccccc1C(=O)NC(C(=O)OCn1nnc2ccccc2c1=O)C(C)C (stereo not drawn)
0.9,-0.1,CCC(=O)N(C)C[C@@H]1Oc2cc(Br)ccc2S(=O)(=O)N([C@@H](C)CO)C[C@@H]1C
1.5,-1.1,O=C(NCc1ccco1)c1cccc2c1C(=O)c1ccc(N3CCC(N4CCCCC4)CC3)cc1S2(=O)=O
1.3,0.5,COCCNc1nc(Nc2ccc(C(=O)OC)cc2)c2sccc2n1
0.8,-2.7,CCc1nc2ccc(C(=O)NCc3ccccc3OC)cn2c1N(C)C(=O)Cc1ccccc1

Bioassay records: PubChem BioAssay, several laboratories
